DRD3 agonist = qHTS of D3 Dopamine Receptor Agonist: qHTS; D3R DiscoveRx beta-arrestin cells, luminescence, 90 min; 410,000 tested, 0.58% active; max activation, %; AID 652048, 2013; D(3) dopamine receptor (Homo sapiens), P35462; in the data active means max activation above about 30%; further: 0% is about no effect; mostly tested at two doses, the higher about 12 µM
Target sequence (P35462 whole entry, looked up): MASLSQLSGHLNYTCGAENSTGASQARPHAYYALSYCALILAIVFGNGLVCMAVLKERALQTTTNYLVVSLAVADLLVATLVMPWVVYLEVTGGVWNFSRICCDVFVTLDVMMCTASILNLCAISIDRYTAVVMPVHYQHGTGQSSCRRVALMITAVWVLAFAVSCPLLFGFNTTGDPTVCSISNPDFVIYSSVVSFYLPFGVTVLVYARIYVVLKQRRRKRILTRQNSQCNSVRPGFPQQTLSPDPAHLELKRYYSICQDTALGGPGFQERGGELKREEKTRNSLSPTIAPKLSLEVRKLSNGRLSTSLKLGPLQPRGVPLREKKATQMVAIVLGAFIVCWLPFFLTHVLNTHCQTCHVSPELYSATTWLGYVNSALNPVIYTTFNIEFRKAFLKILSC
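Cells at 1500/well, incubated overnight, then treated with pinned compounds (dopamine as control) for 90 min at 37 degrees C. DiscoveRx reagent added for 30 - 60 minutes at room temperature; luminescence read.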
DRD3 antagonist = qHTS of D3 Dopamine Receptor Antagonist: qHTS | D(3) dopamine receptor (Homo sapiens), P35462 | D3R cells, DiscoveRx beta-arrestin luminescence, antagonist mode; hits give low values | max response, negative = inhibition, % | 360,000 tested, 2.5% active | AID 652054, 2013; in the data active means max response below about -50%; inconclusive means no clear call, values can overlap the other calls; further: on the % scale 0 is the no-effect control and ±100 the full control effect; mostly tested at two doses, the higher about 12 µM
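Cells expressing the human receptor were seeded at 1500 cells/well, incubated overnight at 37 degrees C in 5% CO2, then exposed to library compounds with dopamine controls for 90 minutes at 37 degrees C before luminescent detection.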
MmCpn inh = Inhibitors of TCP-1 ring complex (TRiC) of Methanococcus maripaludis (MmCpn): qHTS; purified Mm-Cpn ATPase, ADP Transcreener TR-FRET; Potency, µM (top dose mostly 76.9 µM), for inactives: at the highest dose activity, negative = inhibition, most hits filed as inhibitors; 330,000 tested, 0.031% active; AID 504842, 2011; Chaperonin Mm-Cpn (Methanococcus maripaludis); further: potency means the concentration at half of the fitted maximal effect; on the % scale 0 is the no-effect control and ±100 the full control effect; nearly all actives have a fitted effect of over 80% in size
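ATP (10 uM final) was added to archaeal chaperonin (25 nM final) after 10 min exposure to test compound at 37°C; after 30 min further incubation, ADP was detected by competitive TR-FRET.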
EPAC2 agonist = qHTS for Agonist of cAMP-regulated guanine nucleotide exchange factor 4 (EPAC2): primary screen | Potency, µM (titrated, usually from 154 µM), for inactives: at the top dose activation, hits mostly activators | 360,000 tested, 0.079% active | Rap guanine nucleotide exchange factor 4 (Homo sapiens), Q8WZA2 | EPAC2 activation, biochemical qHTS; response scale: 100% = 6.5 mM cAMP response | AID 720711, 2013; further: potency means the concentration at half of the fitted maximal effect; nearly all actives have a fitted effect of over 50% in size
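Each well held 100 nM EPAC2, 250 nM RAP1B-BODIPY-GDP and 50 uM GDP. Fluorescence, read at 5-min intervals to 30 min, was referenced to a 6.5 mM cAMP positive control.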
CCT modulator = High-Throughput Screening for Modulators of Cytosolic Chaperonin Activity; activity change, % (test concentration not listed), hits read low; purified chaperonin ATPase assay, HTRF ADP detection, 30 min; AID 651819, 2012; 360,000 tested, 0.3% active; in the data active means activity change below about -30%; further: on the % scale 0 is the no-effect control and ±100 the full control effect
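TRiC at 40 or 20 nM final (batch-dependent) in 30 mM Tris pH 7.4, 100 mM KCl, 5 mM MgCl2, 1 mM DTT, with compound at single 76 uM and 10 uM ATP, 30 min at 37 deg C. ADP detected by HTRF Transcreener, 665/615 ratio.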
EPAC2 antagonist = qHTS for Antagonist of cAMP-regulated guanine nucleotide exchange factor 2 (EPAC2): primary screen. 360,000 tested, 0.18% active. AID 720708, 2013. EPAC2 GEF exchange of Rap1B-BODIPY-GDP, fluorescence. Potency, µM (series often up to 114 µM), for the others: at the highest dose activity, negative = inhibition, hits mostly inhibitors; further: potency means the concentration at half of the fitted maximal effect; on the % scale 0 is the no-effect control and ±100 the full control effect; nearly all actives have a fitted effect of over 45% in size; many of its hits are not listed in these tables
PTHR1 agonist = qHTS for PTHR1 Agonists: Primary Screen; HEK293 GP2 PTHR1 cells, GloSensor cAMP luminescence, 1 h; Potency, µM (series often up to 115 µM), without a hit: at the top dose activation, most hits filed as activators; 410,000 tested, 0.075% active; AID 743266, 2014; further: potency means the concentration at half of the fitted maximal effect; nearly all actives have a fitted effect of over 55% in size; some results filed as inactive show a strong effect at the top dose; inactives centre near -15; many of its hits are not listed in these tables
Target sequence (Q03431 whole entry, looked up): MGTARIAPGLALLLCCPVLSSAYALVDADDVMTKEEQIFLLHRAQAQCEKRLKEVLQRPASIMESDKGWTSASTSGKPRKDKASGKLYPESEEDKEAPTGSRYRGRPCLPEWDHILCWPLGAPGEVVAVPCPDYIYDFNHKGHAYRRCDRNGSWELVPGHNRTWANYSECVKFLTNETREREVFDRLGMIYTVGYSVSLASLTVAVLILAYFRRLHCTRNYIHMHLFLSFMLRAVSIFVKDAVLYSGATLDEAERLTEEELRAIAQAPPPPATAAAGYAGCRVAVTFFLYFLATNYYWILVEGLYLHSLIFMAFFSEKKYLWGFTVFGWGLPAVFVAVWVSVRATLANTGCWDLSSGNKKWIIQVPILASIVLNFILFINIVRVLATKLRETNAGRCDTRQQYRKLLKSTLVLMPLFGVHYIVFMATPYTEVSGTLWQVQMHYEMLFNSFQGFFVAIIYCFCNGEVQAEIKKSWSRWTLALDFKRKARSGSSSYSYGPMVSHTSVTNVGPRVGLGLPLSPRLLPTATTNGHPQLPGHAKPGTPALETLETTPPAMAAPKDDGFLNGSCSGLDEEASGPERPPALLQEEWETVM
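HEK-293-derived GP2 cells expressing PTHR1 and a GloSensor cAMP reporter, 3,000/well, plated overnight, given luciferin plus IBMX (each 0.5 mM as added) for 1 h at 37 °C, then compound for 1 h at 37 °C. Luminescence was read after 15 min at room temperature.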
Akt phos inh = HTS Assay for Inhibitors of Akt Phophorylation: Primary Screen; Neuro2A IGF-stimulated pAkt S473 HTRF, 20 min; hits give low values; activity change, % for hits at 50 µM; 360,000 tested, 0.32% active; in the data active means activity change below about -80%; inconclusive means mostly about -51% to -80%; further: on the % scale 0 is the no-effect control and ±100 the full control effect
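Neuro2A cells (4,500/well, DMEM with 0.5% FBS) were treated with compound at a single 50 µM final concentration, stimulated with 6 nM IGF for 20 min at 37 °C, and lysed. Phospho-Akt Ser473 was read by HTRF as 665/615 ratio ×10^4.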
* = called active by the depositor; i = inactive; ? = inconclusive; nt = no result given; [ ] = dose if it differs, or a comment. Unless noted, the call rests on the fitted dose curve; in most records, active means well fitted curve in the direction sought with a large enough effect; inconclusive means small, poorly fitted or top-dose-only effect, or another doubt; inactive means no such curve, though single readings can be large; an effect the other way counts as inactive or inconclusive.

SMILES | DRD3 agonist | DRD3 antagonist | MmCpn inh | EPAC2 agonist | CCT modulator | EPAC2 antagonist | PTHR1 agonist | Akt phos inh
O=C(O)c1cccc(Cn2c(Cl)c(/C=N/NC(=O)c3cc4ccccc4cc3O)sc2=O)c1 | 1 | 0 | -1% | 5% | -0.4 | -18% | -42%[inhibitor] | i
O=C(NCC(=O)N(CC1CCCO1)C1(C(=O)NC2CCCCC2)CCCCC1)c1ccccc1 (configuration not stated) | 0 | 7 | 0% | 3% | -1.8 | 3% | i | i
COc1ccc(N2CCN(CCNC(=O)c3nnc(Cc4c(F)cccc4Cl)o3)CC2)cc1 | 8 | -12 | 0% | 1% | -2.3 | -2% | -4% | nt
COc1ccc(-c2sc3cc4c(cc3c2-c2ccc(OCCN3CCOCC3)cc2)OCO4)cc1 | -16 | -28 | -3% | 5% | -2.4 | 17% | 13% | i
O=C1CCc2cc(S(=O)(=O)Nc3ccc(F)cc3)cc3c2N1CC3 | 0 | -4 | -3% | 8% | 0.2 | 14% | i | i
Cc1cnc(NC(=O)C2CCCO2)s1 (configuration not stated) | 0 | -15 | 0% | 7% | 0.7 | 17% | -4% | i
Nc1ncnc2c1ncn2[C@@H]1O[C@H](CCC(=O)NCc2ccccc2)[C@@H](O)[C@H]1O | -10 | -93* | nt | 5% | -0.8 | 3% | -20% | i
O=C(Nc1ccccc1N1CCCCC1)c1cccc(F)c1 | -5 | 0 | 0% | 20% | -1.7 | -3% | -23% | nt
COc1ccc2[nH]c3c(=O)n(CCCN4CCOCC4)cnc3c2c1 | 0 | -17 | -4% | 12% | -3.9 | 3% | i | i
Cc1cc(C(=O)COC(=O)c2n[nH]c3ccccc23)c(C)n1C | -4 | -9 | -1% | 10% | 0.7 | -8% | -83%[inhibitor][57.5 µM] | i
Cc1csc(Nc2ccc(Cl)cc2)[n+]1-c1ccc(Cl)cc1 | -4 | 0 | -3% | 23% | -2.4 | -12% | -5% | i
COc1cc(NC(=O)c2ccco2)c(OC)cc1NC(=O)Nc1cccc(Cl)c1 | -7 | -7 | 1% | 9% | -1.3 | 0% | i | i
COc1ccc2c(c1)[nH]c1c(=O)n(CCN(C)C)cnc12 | 3 | 15 | 1% | 7% | -0.8 | -2% | -12% | i
COCCn1c(SCC(=O)OC(C)C)nnc1-c1ccccc1 | -3 | 8 | -1% | 8% | -0.6 | 6% | -2% | i
COc1ccc(S(=O)(=O)N2CCN(Cc3cccc(OC)c3)CC2)cc1 | 3 | 0 | 0% | 9% | 0.4 | -13% | -43%[inhibitor] | i
Cn1nc(-c2ccccc2)c(C(=O)NCC(=O)O)c1Cl | -4 | -1 | 0% | 13% | -6.6 | 8% | i | i
CC/C(O)=C1\C(=O)CC(C)(C)CC1=Nc1ccccc1C | -8 | -22 | -1% | 0% | -1.6 | -4% | -30% | i
CCN(CC)C(=O)Cn1cc(SCC(=O)NCc2ccco2)c2ccccc21 | -11 | -16 | -3% | -4% | -0.6 | -1% | -30%[inhibitor] | i
CCn1c(SCC(=O)O)nnc1C1CCCCC1 | -1 | 12 | -1% | 7% | -3.8 | 5% | i | i
COc1ccc(Br)c(C(=O)OCc2cc(=O)oc3cc(C)ccc23)c1 | 0 | -12 | 1% | 9% | -3.2 | 0% | -21% | i
COc1ccc(N2CC(C(=O)NC3=NCCS3)CC2=O)cc1 (configuration not stated) | -1 | -6 | -3% | 10% | -0.2 | 2% | 16% | i
COc1ccc(-n2nc3c(c2NC(=O)c2ccc(S(=O)(=O)N4CCOCC4)cc2)CS(=O)C3)cc1 (configuration not stated) | -1 | 2 | 2% | 1% | -0.2 | -3% | i | i
COc1ccc(-c2nnc3ccc(SC(C(C)=O)C(C)=O)nn23)cc1OC | -16 | ? | -4% | 7% | -1.8 | 16% | -7% | i
CCOc1ccc(CNC(=O)c2ccccc2NC(=O)C2=CSCCO2)cc1 | 1 | 4 | 0% | -3% | -1.9 | -5% | -15% | i
CCCCc1cc(O)c(CCCC)c(O)c1 | -4 | -13 | 2% | 3% | -1.0 | 5% | i | i
O=C(CSc1n[nH]c(-c2cccnc2)n1)Nc1ccc(Br)cc1 | 3 | -2 | 1% | 14% | -0.2 | -4% | -3% | i
CC(OC(=O)Cc1n[nH]c(=O)c2ccccc12)C(=O)Nc1ccccc1[N+](=O)[O-] (configuration not stated) | 0 | 12 | -12% | -7% | -0.4 | 11% | -8% | i
CC1CCc2c(nc3ncnn3c2N2CCN(c3ccccc3)CC2)C1 (configuration not stated) | -2 | 6 | 0% | -3% | -0.9 | 11% | i | i
COC(=O)COc1ccccc1C(N)=O | 0 | 4 | 2% | 3% | -2.1 | -3% | i | nt
Clc1ccccc1CONc1ncnc2nonc12 | -6 | -19 | -3% | 12% | -2.3 | -12%[57.1 µM] | -47%[inhibitor] | i

Single records, from the list above.
`CC(OC(=O)Cc1n[nH]c(=O)c2ccccc12)C(=O)Nc1ccccc1[N+](=O)[O-]` (configuration not stated) is listed as DRD3 agonist = 0; DRD3 antagonist = 12; MmCpn inh = -12%; EPAC2 agonist = -7%; CCT modulator = -0.4; EPAC2 antagonist = 11%; PTHR1 agonist = -8%; Akt phos inh = i
`Cn1nc(-c2ccccc2)c(C(=O)NCC(=O)O)c1Cl` is listed as DRD3 agonist = -4; DRD3 antagonist = -1; MmCpn inh = 0%; EPAC2 agonist = 13%; CCT modulator = -6.6; EPAC2 antagonist = 8%; PTHR1 agonist = i; Akt phos inh = i

Later entries
SMILES | DRD3 agonist | DRD3 antagonist | MmCpn inh | EPAC2 agonist | CCT modulator | EPAC2 antagonist | PTHR1 agonist | Akt phos inh
CCc1ccccc1NC(=S)NC1CC2CCCC(C1)N2Cc1cccs1 (configuration not stated) | -35 | -76* | 2% | 14% | 0.0 | -5% | -1%[57.5 µM] | i
N/C(Cc1ccccc1)=N\OC(=O)c1cccc2ccccc12 | 0 | 7 | -2% | 6% | -1.7 | -15% | 7% | i
COc1cc(NC(=O)c2ccccc2Cl)ccc1NC(=O)c1ccco1 | -2 | 17 | 1% | 6% | 0.7 | 5% | i | i
CSc1nc(C=Nc2ccccc2Cl)c(O)n1Cc1cccc(Cl)c1 | -2 | -18 | -4% | 11% | -0.5 | -2% | -18% | i
O=C(CCC1CCCN(C(=O)Cc2cccc(F)c2)C1)N1CCN(c2ccccn2)CC1 (configuration not stated) | 1 | 2 | 0% | -11% | 1.6 | -6% | -15% | i
N#Cc1c(N)nc2c(c1N)CC(CCl)O2 (configuration not stated) | 0 | 20 | 0% | 5% | 0.0 | 1% | i | i
O=C(NCc1ccncc1)Nc1ccccc1 | 1 | 14 | -1% | -7% | -0.2 | 5% | i | i
CCCCn1c(SCC(=O)Nc2ccc(OC)cc2)nc2ccc(N3CCOCC3)cc2c1=O | -5 | -4 | 1% | 11% | -1.5 | -3% | i | nt
CC(=O)Nc1ccc(OS(=O)(=O)c2ccccc2C)cc1 | 5 | 11 | -1% | 13% | -2.8 | 0% | i | i
Cc1c2n(c3ccccc13)CCC2=O | 5 | 8 | -5% | 5% | -0.4 | -10% | i | i
Cc1ccc(S(=O)(=O)N(C)C)cc1NC(=O)c1cc(-c2ccco2)nc2ccccc12 | 18 | 20 | 0% | -3% | 0.8 | 11% | -24% | i
CC(=O)Nc1ccc(OCC(=O)N2CCc3ccccc3C2)cc1 | -11 | -27 | 1% | 2% | -0.5 | 3% | -7% | i
Cc1[nH]c2ccc(Br)cc2c(=O)c1CN1CCCCC1 | -4 | ? | -2% | 2% | -1.5 | 4% | i | nt
COc1ccc(C(=O)c2sc3nc(-c4ccccc4)ccc3c2N)cc1 | 10 | 0 | -29% | 15% | -1.3 | 9% | i | i
CN(CCOc1ccccc1)C(=O)C1CCC(=O)N(CCN2CCOCC2)C1 (configuration not stated) | -1 | 2 | -1% | 3% | 3.7 | 8% | -13% | i
O=C(CSCc1ccccc1Cl)N/N=C/c1ccco1 | -1 | 5 | -1% | 3% | -2.1 | 3% | i | i
COc1ccc(/C=C/C(=O)Oc2ccc(C=O)cc2OC)cc1 | -7 | 0 | nt | 11% | -0.7 | -1% | 0% | i
CCOc1ccccc1CNC(=O)CCNC(=O)Cn1ccc2ccccc2c1=O | 0 | -16 | -2% | 12% | -1.2 | -4% | 17% | i
Cc1c(C(=O)NCc2ccco2)sc2nc(-c3ccccc3)cn12 | -2 | -3 | 1% | 16% | 0.6 | -1% | -21% | i
O=C(CNCCO)NC12CC3CC(CC(C3)C1)C2 | 11 | 2 | 1% | 2% | -7.4 | -1% | i | i
COc1ccc(S(=O)(=O)Nc2cccc3c2O[C@H](CN(C)C)[C@@H](C)CN([C@H](C)CO)C3=O)cc1 | -5 | 3 | 2% | 8% | -0.9 | 5% | -23% | i
Cc1noc(NS(=O)(=O)c2ccc(NC(=O)C(F)(F)F)cc2)c1C | 5 | 1 | 1% | 8% | -1.9 | 9% | i | i
COc1ccccc1C(=O)Oc1ccc(C(C)(C)C)cc1 | -8 | 6 | 0% | -8% | -0.9 | -2% | i | i
CCOc1ccc(N2CC(C(=O)NCCc3ccccc3)CC2=O)cc1 (configuration not stated) | -1 | -21 | -2% | 11% | -2.0 | -3% | i | i
O=C(CN1CCN(C(c2ccccc2)c2ccccc2)CC1)Nc1ccc(N2CCOCC2)cc1 | -4 | -9 | 0% | 11% | -2.5 | 2% | ? | i
Cc1cccc(NC(=O)C(C)SCc2ccccc2)c1 (configuration not stated) | -3 | 0 | -1% | 7% | -4.0 | -21% | -64%[inhibitor] | i
COc1ccc(Cl)cc1Nc1nc(N)nc(C(F)(F)F)n1 | -13 | 14 | 0% | 4% | -1.3 | 0% | i | i
O=C(O)c1ccc(S(=O)(=O)N2CCCCCC2)cc1 | 4 | -3 | -1% | -3% | -1.8 | 9% | i | i

A portion of the library; the hit share may differ from the screen's.
